ERAP1 inh – human ERAP1 aminopeptidase inhibitors, primary screen, biochemical, single point, plate reader; Endoplasmic reticulum aminopeptidase 1 (Homo sapiens), Q9NZ08; recombinant ERAP1, Leu-AMC fluorescence, 60 min; inhibition, % at 10.7 µM; 0.15% of 340,000 active;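 active means mean replicate inhibition of at least 30%, or all replicates individually reaching that 30% level; inactive means mean below 30% and not every replicate reaching it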;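 further: 0% = neutral control wells and 100% = L-leucinethiol positive control wells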
Target sequence (Q9NZ08 whole entry, looked up): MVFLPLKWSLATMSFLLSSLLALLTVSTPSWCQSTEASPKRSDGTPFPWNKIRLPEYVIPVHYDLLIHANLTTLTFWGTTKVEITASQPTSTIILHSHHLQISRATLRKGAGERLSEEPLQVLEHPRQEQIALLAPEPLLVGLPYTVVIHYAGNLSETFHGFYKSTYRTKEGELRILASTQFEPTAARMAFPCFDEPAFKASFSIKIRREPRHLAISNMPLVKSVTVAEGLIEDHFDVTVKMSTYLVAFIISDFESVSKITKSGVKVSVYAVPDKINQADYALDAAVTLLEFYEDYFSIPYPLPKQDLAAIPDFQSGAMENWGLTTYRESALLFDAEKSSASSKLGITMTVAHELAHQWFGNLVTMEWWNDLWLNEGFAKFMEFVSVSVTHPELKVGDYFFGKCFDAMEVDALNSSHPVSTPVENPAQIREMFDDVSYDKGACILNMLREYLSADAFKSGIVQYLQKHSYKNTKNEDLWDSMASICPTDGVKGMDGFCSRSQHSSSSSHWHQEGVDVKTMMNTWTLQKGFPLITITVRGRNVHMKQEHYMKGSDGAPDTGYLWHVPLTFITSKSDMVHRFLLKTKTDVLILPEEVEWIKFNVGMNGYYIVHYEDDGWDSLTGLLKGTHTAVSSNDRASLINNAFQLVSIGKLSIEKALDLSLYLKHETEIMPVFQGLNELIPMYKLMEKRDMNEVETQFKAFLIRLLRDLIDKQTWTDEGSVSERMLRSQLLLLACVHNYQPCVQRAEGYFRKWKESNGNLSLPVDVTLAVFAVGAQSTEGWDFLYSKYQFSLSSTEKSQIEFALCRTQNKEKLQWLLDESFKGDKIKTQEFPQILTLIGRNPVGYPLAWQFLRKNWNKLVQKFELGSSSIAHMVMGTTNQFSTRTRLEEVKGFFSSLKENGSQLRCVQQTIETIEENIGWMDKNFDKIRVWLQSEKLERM
FN deposit inh – inhibitors of fibronectin matrix deposition, primary screen, AH1F cells, Alexa488-fibronectin fluorescence, plate reader | AH1F fibroblasts, overnight | inhibition, % at 12.6 µM | 0.086% of 350,000 active | AID 743247, 2014;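 active means mean inhibition across replicates of 30% or more, regardless of how many single replicates reach that level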;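 further: positive control wells lacked labelled fibronectin entirely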
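Measured by – fluorescence 485/525 nm · System – AH1F fibroblast monolayer, labelled fibronectin deposition · Amount – 10000 cells per well · Buffer or medium – serum-reduced DMEM (2% serum) · Doses – single dose, pinned · Also added – fluorescent fibronectin at 24 nM final · Schedule – 1 h cell attachment, overnight exposure to compound and label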
PGC1a acetyl inh – inhibitors of PGC1a acetylation signal, primary screen, cell-based, U2OS, AlphaScreen, inhibitor mode | 0.17% of 350,000 active | AlphaScreen anti-acetyl-lysine; with virally co-expressed GCN5 acetyltransferase | inhibition, % at 15.6 µM;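 active means every replicate shows inhibition of at least 40%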;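 further: 0% = neutral control wells and 100% = positive control wells; some results beyond the cut were filed as inactive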
S100A4 inh HTS – inhibitors of S100A4-myosin IIA peptide binding, primary screen, biochemical, fluorescence polarization, TAMRA-MyoIIA peptide; Protein S100-A4 (Homo sapiens), P26447; inhibition, % at 10.7 µM; 0.14% of 360,000 active; AID 652163, 2013;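 active means mean inhibition of at least 70% across replicates, with every replicate also reaching that level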
Target sequence (P26447 whole entry, looked up): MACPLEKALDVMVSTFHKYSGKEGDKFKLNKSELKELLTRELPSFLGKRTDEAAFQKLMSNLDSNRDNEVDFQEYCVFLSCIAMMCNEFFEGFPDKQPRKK
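Compound dosing: one dose per compound; test system: human S100A4 monomer with TAMRA-labelled myosin IIA peptide; probe or stimulus: TAMRA-labelled myosin IIA heavy-chain peptide probe, 5 nM; medium: HEPES buffer with Ca2+, pH 7.2; schedule: 5 min incubation before reading; benchmarks: neutral control DMSO, positive control TFP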
LGR2 inh – inhibitors of bursicon-induced LGR2 CRE-luciferase signal, primary screen, cell-based, HEK293, CRE-luciferase reporter, bursicon stimulation; Drosophila bursicon receptor LGR2 (rickets); inhibition, % at 9.99 µM; bursicon-stimulated, 4 h; AID 720647, 2013; 0.35% of 380,000 active;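 active means drop in luminescence signal, shown as inhibition above about 50% in the replicate tests, limit read from the data, passing the limit was not always enough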;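 further: agonist challenge used bursicon conditioned medium at about half maximal strength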
EWS-Fli block – EWS/Fli-driven NR0B1 reporter inhibitors, primary screen, A673 cells, NR0B1 luciferase, luminescence, MLPCN library; viability-normalised; inhibition, % at 12.6 µM; 0.67% of 350,000 active; AID 651661, 2012;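 active means mean inhibition of at least 50% after viability correction, with every replicate also passing that limit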;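 further: firefly luciferase signal divided by Alamar Blue viability fluorescence both relative to DMSO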
PglD DTNB – C. jejuni PglD acetyltransferase inhibitors, primary screen, biochemical, DTNB colorimetric, single point. UDP-N-acetylbacillosamine N-acetyltransferase PglD (Campylobacter jejuni). 0.098% of 360,000 active. inhibition, % at 12.5 µM. purified PglD enzyme, DTNB colorimetric CoA detection; in the data active means inhibition above about 16%, passing the limit was not always enough; further: strong numbers were not always called active
PAX8 reporter – inhibitors of PAX8-driven TPO luciferase reporter, primary screen, RMG-I cells, single concentration; SteadyGlo, 24 h; inhibition, % at 12.6 µM; 1.2% of 360,000 active; AID 652154, 2013;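 active means mean replicate inhibition at least 60% with every replicate also reaching 60%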;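 further: luciferase light reporting Pax8 driven TPO promoter activity; plate controls were median of neutral control wells for no effect and mitoxantrone controls for full effect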
* marks the source's active call; other numbers are inactive results; . = not tested or not shown.

Abbreviations – A = ERAP1 inh; B = FN deposit inh; C = PGC1a acetyl inh; D = S100A4 inh HTS; E = LGR2 inh; F = EWS-Fli block; G = PglD DTNB; H = PAX8 reporter
C[C@@H]1CN([C@@H](C)CO)C(=O)c2cc(NS(=O)(=O)c3ccc(F)cc3)ccc2O[C@@H](C)CCCCO[C@@H]1CN(C)C(=O)Nc1ccccc1
  A = .	B = 0	C = 25	D = .	E = -2	F = -4	G = 1	H = -5

C[C@H]1CN([C@@H](C)CO)C(=O)c2cc(NC(=O)c3ccncc3)ccc2O[C@@H]1CN(C)Cc1ccc(C(=O)O)cc1
  A = 6	B = .	C = 0	D = 4	E = -7	F = 3	G = 1	H = -1

O=C(CCCCCn1c(=S)[nH]c2ccc(N3CCOCC3)cc2c1=O)NCc1cccc(Cl)c1
  A = 6	B = -5	C = 4	D = -1	E = -10	F = 8	G = .	H = 7

O=C(CN1CCOCC1)NCCNC(=O)CN1CCOCC1
  A = .	B = -4	C = 1	D = .	E = .	F = .	G = -1	H = -11

CCN1C(=NCC(C)C)N[C@@H](c2cccc(C(F)(F)F)c2)C(C(=O)OC)=C1C
  A = 0	B = -4	C = .	D = -3	E = -6	F = 1	G = 0	H = 5

CC(C)OCCCNC(=O)COCC(=O)Nc1ccc(OCCc2ccccc2)cc1
  A = -3	B = 9	C = -9	D = 4	E = 11	F = 2	G = 2	H = -1

CCN(C(=O)COC(=O)c1cc2c(s1)CCC(C)C2)c1c(N)n(Cc2ccccc2)c(=O)[nH]c1=O (centres undefined)
  A = -2	B = -3	C = .	D = -4	E = -7	F = -1	G = .	H = -10

Nc1cccc2c1C(=O)N(Cc1nnc(-c3ccccc3Br)o1)C2=O
  A = -13	B = 2	C = .	D = 9	E = -9	F = -20	G = 6	H = 9

CCOc1ccc(NC(=O)COc2ccc(OC)cc2)cc1
  A = -6	B = 4	C = .	D = -2	E = 2	F = 10	G = .	H = -17

O=C(Nc1ccc(Br)cc1)c1ccc(CSC2=NCCS2)cc1
  A = 1	B = .	C = .	D = -1	E = 7	F = .	G = -4	H = .

O=C(c1ccccn1)N1C[C@@H]2[C@H](c3ccccc31)[C@H](CO)N2C(=O)Nc1ccccc1F
  A = 5	B = -3	C = -1	D = -4	E = -2	F = -2	G = 3	H = -13

O=C(Nc1cccnc1)c1ccc(S(=O)(=O)c2ccc(Cl)cc2)cc1
  A = -2	B = 9	C = -6	D = 1	E = 10	F = 8	G = 2	H = 10

COc1ccc(S(=O)(=O)Nc2ccc3c(c2)C(=O)N([C@H](C)CO)C[C@H](C)[C@@H](CN(C)Cc2ccccc2)OCCCC[C@@H](C)O3)cc1
  A = .	B = 10	C = -3	D = .	E = -7	F = -7	G = -1	H = -29

COCCCNC(=O)C(=O)Nc1cc2c3c(c1)CCC(=O)N3CCC2
  A = 0	B = -1	C = 8	D = -16	E = 4	F = -13	G = 5	H = 12

Cc1ccc(S(=O)(=O)NCC(C)NC(=O)CN2CCOCC2)cc1 (centres undefined)
  A = -4	B = -3	C = .	D = 2	E = -1	F = -2	G = 3	H = 5

CCOc1ccc(-n2ccc(=O)c(C(=O)Nc3ccc(S(=O)(=O)Nc4ncccn4)cc3)n2)cc1
  A = 5	B = -5	C = -3	D = 6	E = -4	F = -3	G = -4	H = 0

CSc1ccc(C(=O)c2[nH]c(=O)[nH]c2C)cc1
  A = 0	B = 2	C = 2	D = -3	E = -6	F = -4	G = 5	H = -5

COc1ccccc1N1CCN(C(=O)C(C)CS(=O)(=O)c2ccc3c(c2)NC(=O)CS3)CC1 (centres undefined)
  A = 8	B = -8	C = -15	D = -6	E = 9	F = -3	G = 0	H = 13

O=C(c1ccccc1)N1CCOC(O)(c2ccccc2)C1c1ccccc1 (centres undefined)
  A = 1	B = -5	C = -1	D = 1	E = 5	F = -6	G = 2	H = 3

COc1ccc(CN(C)C[C@H]2OCCCC[C@H](C)Oc3ccc(NC(=O)c4ccccc4)cc3C(=O)N([C@H](C)CO)C[C@@H]2C)cc1
  A = 2	B = .	C = 8	D = -7	E = 15	F = 1	G = -30	H = -43

CN(CC(=O)NNC(=O)CCNS(=O)(=O)c1ccccc1)S(=O)(=O)c1ccc(Cl)cc1
  A = 2	B = 5	C = .	D = 1	E = 5	F = -7	G = .	H = 1

COc1ccc(-c2cc(C(=O)N3CCN(c4ncccn4)CC3)c3ccccc3n2)cc1
  A = -2	B = 23	C = 6	D = 4	E = -69	F = -82	G = -1	H = -56

CCCNC(=O)C1CN(S(=O)(=O)c2ccc(Cl)s2)c2ccccc2O1 (centres undefined)
  A = 3	B = -2	C = -8	D = -2	E = 2	F = 2	G = -5	H = .

CN(CC(=O)Nc1cccc(F)c1)C(=O)c1cccnc1Sc1ccccc1
  A = -3	B = -5	C = 12	D = -3	E = 11	F = -3	G = .	H = -3

CCOC(=O)N1CCC(NC(=O)C2CCCN(Cc3nc(-c4cccc(Cl)c4)oc3C)C2)CC1 (centres undefined)
  A = 10	B = -9	C = 1	D = -1	E = -9	F = 22	G = -3	H = 3

CCCC[C@@H]1CNC(=O)C(=O)N1CC(C)(C)C
  A = -3	B = -29	C = -5	D = -6	E = .	F = -4	G = 0	H = -12

O=C(O)/C(=C\c1c(C(=O)O)[nH]c2cc(Cl)cc(Cl)c12)c1ccccc1
  A = -6	B = -4	C = -4	D = 1	E = 5	F = -12	G = 2	H = 14

NNC(=O)c1cccc(COCC(F)(F)C(F)F)c1
  A = 4	B = 16	C = 7	D = -3	E = 1	F = 6	G = .	H = 23

Cc1c(C(=O)c2cccc(F)c2)c2ccccn2c1CCC#N
  A = 3	B = .	C = .	D = -1	E = 1	F = 4	G = .	H = 0

CCNC(=O)Nc1ccc2c(c1)C(=O)N(C)[C@H]1CC[C@@H](CC(=O)NC3CCCCC3)O[C@@H]1CO2
  A = -1	B = -1	C = -3	D = 3	E = 6	F = 2	G = 0	H = -5

O=C(/C=C/c1cccc(Cl)c1)NCc1cccs1
  A = .	B = -6	C = -3	D = .	E = .	F = .	G = -1	H = -39

CCOC(=O)C1CCN(C(=O)c2cc(S(=O)(=O)N3CCOCC3)ccc2C)CC1
  A = -1	B = 6	C = .	D = -2	E = 2	F = 0	G = 1	H = 6

CCOc1cc(NC(=S)NCC2CCCO2)c(OCC)cc1NC(=O)c1cccc(F)c1 (centres undefined)
  A = -4	B = -1	C = .	D = -2	E = -7	F = 8	G = .	H = 15

CSc1nc(=S)n(-c2ccccc2)c(C)c1C(C)=O
  A = -1	B = -2	C = -4	D = -8	E = 6	F = -1	G = -1	H = 6

CCCCCCCCN1C(=O)[C@@H](CC(=O)N2CCCC2)C[C@@]2(C(=O)OC)C1=C[C@H](C1CCCC1)O[C@@H]2C
  A = 2	B = 4	C = .	D = 4	E = 11	F = 34	G = .	H = 5

CN1C(=O)C2(OCC(C)([N+](=O)[O-])CO2)c2ccccc21 (centres undefined)
  A = 1	B = 7	C = 21	D = 2	E = 10	F = 4	G = -3	H = 12

CSCCC(c1nnnn1C(C)(C)C)N1CCN(C/C=C/c2ccccc2)CC1 (centres undefined)
  A = .	B = .	C = 7	D = 1	E = 7	F = -1	G = -4	H = -1

N#C[C@@H]1[C@@H](c2ccc(-c3ccccc3F)cc2)[C@H](CO)N1C(=O)C1CCOCC1
  A = -4	B = 9	C = -1	D = -1	E = -4	F = 1	G = 1	H = 2

C#CCOCC1CN(C)C(=O)O1 (centres undefined)
  A = -3	B = -3	C = 3	D = -1	E = -12	F = -4	G = 0	H = -15

COc1ccc(NC(=O)CS(=O)c2ccc(F)cc2)cc1 (centres undefined)
  A = -2	B = .	C = .	D = 1	E = -9	F = -1	G = -1	H = 0

CCOC(=O)c1cnc2ccc(Cl)cc2c1N1CCN(C)CC1
  A = .	B = 2	C = -7	D = .	E = 0	F = .	G = -2	H = .

O=C(O)CCC(=O)Nc1nc2ccc([N+](=O)[O-])cc2s1
  A = 3	B = 5	C = .	D = -3	E = 20	F = 1	G = .	H = 2

Cc1csc(NC(=O)CSc2nc3ccccc3c(=O)[nH]2)n1
  A = .	B = 13	C = 2	D = .	E = .	F = .	G = 9	H = 27

COc1ccc(-c2cnc3c(c2)C(=O)N([C@@H](C)CO)C[C@@H](C)[C@@H](CN(C)C(=O)Cc2cccnc2)O3)cc1
  A = -6	B = .	C = -1	D = 5	E = -5	F = 7	G = 1	H = 11

O=C1Nc2ccccc2/C1=C\C(=O)c1ccccc1
  A = 2	B = 4	C = -30	D = -2	E = 10	F = 38	G = -4	H = 27

CC(C)(C)OC(=O)N1CCN(C(=O)c2ncn(Cc3ccccc3)c2C(=O)N2CCN(C(=O)OC(C)(C)C)CC2)CC1
  A = -3	B = -2	C = .	D = -5	E = -9	F = -6	G = -1	H = 12

O=C(O)CN1C(=O)c2ccc(Oc3ccc4c(c3)C(=O)N(CC(=O)O)C4=O)cc2C1=O
  A = 0	B = -1	C = -15	D = 1	E = -4	F = -10	G = .	H = -7

Cc1cccc(C)c1-n1nnnc1C(c1ccnc2ccccc12)N1CCN(C(=O)OC(C)(C)C)CC1 (centres undefined)
  A = 1	B = 8	C = .	D = -3	E = -14	F = 4	G = .	H = -3

COC1=CC(=O)OC(c2ccccc2C(F)(F)F)C1 (centres undefined)
  A = -1	B = 1	C = .	D = -5	E = 2	F = -2	G = .	H = 4

C[C@H](CO)N1C[C@H](C)[C@H](CN(C)Cc2ccc(Cl)c(Cl)c2)Oc2ccc(NS(=O)(=O)c3ccc(F)cc3)cc2CC1=O
  A = .	B = .	C = -8	D = .	E = -19	F = 1	G = .	H = -4

O=C(C[C@H]1C=C[C@@H](NC(=O)c2ccccn2)[C@@H](CO)O1)NCc1cccc(F)c1
  A = -4	B = -7	C = -2	D = -2	E = -2	F = 2	G = -5	H = -15

COc1cc(OC)cc(C(=O)Nc2cc(C)nn2-c2ccccc2)c1
  A = 0	B = 2	C = .	D = 0	E = 3	F = -11	G = 9	H = -12

CCCN1CCN(c2ccc([N+](=O)[O-])cc2C#N)CC1
  A = -1	B = -7	C = -11	D = 3	E = -4	F = 2	G = .	H = 15

O=c1oc(=S)oc2c1[C@H](c1ccc(Cl)cc1)O[C@H](C1CC1)C2
  A = 1	B = -4	C = .	D = -5	E = 1	F = -1	G = .	H = -14

CCCN(C)C[C@H]1OCCCC[C@@H](C)Oc2ccc(N(C)C)cc2C(=O)N([C@H](C)CO)C[C@@H]1C
  A = 2	B = .	C = -1	D = 9	E = 3	F = 6	G = -31	H = -6

COc1cc(CN2CCNC(=O)C2CC(=O)O)cc(OC)c1 (centres undefined)
  A = 4	B = 6	C = -5	D = -6	E = 2	F = -7	G = -1	H = 10

COc1cccc(NC(=O)CSc2nnnn2C2CCCC2)c1
  A = -2	B = -5	C = 23	D = -40	E = 16	F = 2	G = -4	H = -16

Source: PubChem
